# Screens: PubChem, Broad Institute
# PRC2 inh – blocks human EZH2/PRC2 H3K27 methylation. inhibition, % at 12.5 µM. 57,000 compounds, 0.35% hits. AID 651548. DELFIA TRF, 1 h. Q15910;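 active = mean inhibition of replicates at least 50% and every single replicate also reaching 50%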;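 note: dimethyl H3K27 on biotinylated H3 21-44 peptide detected by antibody; plate controls were median neutral control wells for no effect and median positive control wells for full effect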
# Target sequence (Q15910 whole entry, looked up): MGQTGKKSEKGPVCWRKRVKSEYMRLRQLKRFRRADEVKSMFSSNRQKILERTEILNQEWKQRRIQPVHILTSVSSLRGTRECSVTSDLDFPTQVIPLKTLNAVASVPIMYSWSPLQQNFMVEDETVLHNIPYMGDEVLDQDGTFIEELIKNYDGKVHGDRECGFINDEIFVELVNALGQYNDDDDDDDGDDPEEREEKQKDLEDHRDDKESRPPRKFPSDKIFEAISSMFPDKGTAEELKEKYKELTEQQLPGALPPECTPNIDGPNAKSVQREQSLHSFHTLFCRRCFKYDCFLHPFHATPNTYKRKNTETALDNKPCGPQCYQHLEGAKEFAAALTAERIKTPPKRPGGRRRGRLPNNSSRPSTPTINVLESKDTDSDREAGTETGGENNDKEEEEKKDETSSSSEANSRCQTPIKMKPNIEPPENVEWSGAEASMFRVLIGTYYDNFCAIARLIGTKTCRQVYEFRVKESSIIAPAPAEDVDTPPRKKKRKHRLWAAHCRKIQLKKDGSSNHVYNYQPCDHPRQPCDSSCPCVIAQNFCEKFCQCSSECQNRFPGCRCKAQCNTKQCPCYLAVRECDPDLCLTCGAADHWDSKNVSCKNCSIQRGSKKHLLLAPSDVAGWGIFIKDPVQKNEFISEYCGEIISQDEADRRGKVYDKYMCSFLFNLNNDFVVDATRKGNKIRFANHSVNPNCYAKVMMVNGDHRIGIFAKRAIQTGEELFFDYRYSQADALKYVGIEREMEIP
# IDH1 R132H inh – inhibitors of human IDH1 R132H. O75874. IDH1 R132H reductase, diaphorase/resazurin fluorescence, 60 min. inhibition, % at 10 µM. 70,000 compounds, 0.18% hits. AID 624101; in the data active = inhibition above about 34%;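 note: 0% = DMSO and 100% = no enzyme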
# Active calls of the source: *; nt = no result given.
SMILES,PRC2 inh,IDH1 R132H inh
CO[C@@H]1CN(C)C(=O)c2cc(NS(=O)(=O)c3cccc(F)c3)ccc2OC[C@@H](C)N(C(=O)Cc2cccnc2)C[C@H]1C,-4,-0.7
COCCNCCn1cnc2c1c(=O)[nH]c(=O)n2C,-7,-0.2
CN(CC(=O)Nc1cccc2ccccc12)S(=O)(=O)c1ccc(F)cc1,-13,0.0
C[C@@H]1CN([C@H](C)CO)C(=O)c2cc(/C=C/c3ccccc3)cnc2O[C@H]1CN(C)Cc1cccc(C(=O)O)c1,nt,0.2
Cc1ccc(S(=O)(=O)Nc2nc(C)c(NC(=O)Nc3ccc(Cl)cc3Cl)s2)cc1,23,0.1
CCCNC(=O)N[C@H]1CC[C@@H](CCn2cc(C3CC3)nn2)O[C@H]1CO,6,-0.2
CN(C)C(=O)[C@@]1(Cc2ccccc2N=[N+]=[N-])N=C(c2ccc(OCCCO)cc2)O[C@H]1c1ccccc1N=[N+]=[N-],-3,0.4
CCCNC(=O)C[C@@H]1C[C@H]2c3cc(NC(=O)NC4CCCCC4)ccc3O[C@H]2[C@H](CO)O1,9,1.7
CO[C@@H]1CN(C)C(=O)c2cc(NS(=O)(=O)c3ccc(C)cc3)ccc2OC[C@H](C)N(Cc2nccs2)C[C@H]1C,4,0.0
COCC(=O)Nc1ccc2c(c1)[C@H]1C[C@H](CC(=O)NCc3cccc(F)c3)O[C@H](CO)[C@H]1O2,-23,0.0
C[C@H]1CN([C@@H](C)CO)C(=O)c2cc(NC(=O)Nc3ccccc3)ccc2O[C@@H]1CN(C)Cc1ccc2c(c1)OCO2,3,1.1
Cc1ccc(C)c(NC(=O)c2ccc(OCC(=O)Nc3cc(C(F)(F)F)ccc3Cl)cc2)c1,5,0.5

# Entries of single compounds, looked up by structure. Order of values: PRC2 inh | IDH1 R132H inh
# C[C@@H]1CN([C@H](C)CO)C(=O)c2cc(/C=C/c3ccccc3)cnc2O[C@H]1CN(C)Cc1cccc(C(=O)O)c1 is listed with nt | 0.2
# Cc1ccc(S(=O)(=O)Nc2nc(C)c(NC(=O)Nc3ccc(Cl)cc3Cl)s2)cc1 is listed with 23 | 0.1
# C[C@H]1CN([C@@H](C)CO)C(=O)c2cc(NC(=O)Nc3ccccc3)ccc2O[C@@H]1CN(C)Cc1ccc2c(c1)OCO2 is listed with 3 | 1.1

# The list goes on:
SMILES,PRC2 inh,IDH1 R132H inh
C[C@H]1CN([C@@H](C)CO)C(=O)c2cc(NC(=O)NC3CCCCC3)ccc2O[C@H]1CN(C)Cc1ccc(C(F)(F)F)cc1,nt,0.1
O=C(N[C@@H]1CC[C@H](CCn2cc(-c3cccnc3)nn2)O[C@H]1CO)c1ccccc1F,-7,0.2
O=C(Nc1ccc(F)cc1)N[C@@H]1C=C[C@@H](CC(=O)N2CCCCC2)O[C@H]1CO,6,0.2
C[C@H]1CN([C@@H](C)CO)C(=O)c2cc(NS(=O)(=O)c3ccc(Cl)cc3)ccc2O[C@@H]1CN(C)Cc1ccc(Cl)c(Cl)c1,nt,3.2
O=C(NCC[C@H]1CC[C@H](NS(=O)(=O)c2ccccc2)[C@H](CO)O1)c1ccc2c(c1)OCO2,-4,-0.1
C[C@@H]1CN([C@@H](C)CO)C(=O)c2cc(NC(=O)Nc3cccc4ccccc34)ccc2O[C@@H]1CN(C)C(=O)NC1CCCCC1,-27,-0.3
C[C@H](CO)N1C[C@H](C)[C@@H](CN(C)C(=O)Nc2ccc3c(c2)OCO3)Oc2ccc(NC(=O)CCCN(C)C)cc2C1=O,nt,1.2
C[C@@H]1CCCCO[C@H](CN(C)C(=O)Nc2cccc3ccccc23)[C@@H](C)CN([C@@H](C)CO)C(=O)c2cc(NC(=O)Nc3ccc(C(F)(F)F)cc3)ccc2O1,nt,1.2
Cc1cc(C)c(OCC(=O)Nc2ncc(I)cc2C)c(Cl)c1,11,-0.1
Cc1ccc(-c2ccc3c(c2)O[C@H](CN(C)C)[C@H](C)CN([C@H](C)CO)S3(=O)=O)cc1,-4,-1.4
C[C@@H]1CCCCO[C@@H](CN(C)C)[C@H](C)CN([C@H](C)CO)C(=O)c2cc(NS(=O)(=O)c3ccc(F)cc3)ccc2O1,5,1.3
O=C(CN1CCN(S(=O)(=O)c2ccc3ccccc3c2)CC1)Nc1cc(Cl)ccc1Cl,-13,0.7
Cc1cc(C)cc(OCC(=O)Nc2cc(-c3nc4cc(Cl)ccc4o3)ccc2C)c1,19,0.4
COc1ccc(CN(C)C[C@@H]2Oc3ccc(NS(C)(=O)=O)cc3C(=O)N([C@@H](C)CO)C[C@@H]2C)cc1,nt,0.2
C[C@H](O)C#Cc1ccc2c(c1)O[C@@H](CN(C)CC1CC1)[C@H](C)CN([C@H](C)CO)S2(=O)=O,-2,-0.6
C[C@H](CO)N1C[C@H](C)[C@@H](CN(C)S(C)(=O)=O)OCc2ccccc2-c2c(n(C)c3ccccc23)C1=O,5,nt
CCCNC(=O)N(C)C[C@H]1Oc2ncc(C#C[C@@H](C)O)cc2C(=O)N([C@@H](C)CO)C[C@H]1C,-32,nt
CCOC(=O)C1(CCC#N)C(=O)C=C(c2ccc(OC)cc2)CC1c1ccc2ccccc2c1 (stereo not given),-2,-0.6
CC(C)(C)[S@@](=O)N1Cc2cc(C(=O)N3CCc4ccccc4C3)nc(-c3cccc(-c4ccncc4)c3)c2[C@H]1CCO,-3,-0.4
CN1CCN(C(=O)C[C@@H]2C[C@H]3c4cc(NC(=O)C5CCC5)ccc4O[C@H]3[C@@H](CO)O2)CC1,1,-0.1
C[C@H]1CN([C@@H](C)CO)C(=O)c2cc(NC(=O)Cc3ccccc3)ccc2O[C@@H]1CN(C)C(=O)Nc1ccc(C(F)(F)F)cc1,-9,-0.1
C[C@@H]1CN([C@@H](C)CO)C(=O)c2cc(-c3cccnc3)cnc2O[C@@H]1CN(C)C(=O)Nc1ccc(F)cc1,nt,-0.3
COc1ccc(-c2cnc3c(c2)C(=O)N([C@@H](C)CO)C[C@@H](C)[C@H](CN(C)C(=O)C2CCCCC2)O3)cc1,6,-0.4
COc1cccc2cc(C(=O)C3C(=O)C(=O)N(CCN4CCOCC4)C3c3cccc(Cl)c3)oc12 (stereo not given),30,-0.2

# The last 3 entries of the part above come first, to join the parts.
SMILES,PRC2 inh,IDH1 R132H inh
C[C@@H]1CN([C@@H](C)CO)C(=O)c2cc(-c3cccnc3)cnc2O[C@@H]1CN(C)C(=O)Nc1ccc(F)cc1,nt,-0.3
COc1ccc(-c2cnc3c(c2)C(=O)N([C@@H](C)CO)C[C@@H](C)[C@H](CN(C)C(=O)C2CCCCC2)O3)cc1,6,-0.4
COc1cccc2cc(C(=O)C3C(=O)C(=O)N(CCN4CCOCC4)C3c3cccc(Cl)c3)oc12 (stereo not given),30,-0.2
Cc1noc(C)c1NC(=O)N[C@H]1C=C[C@H](CC(=O)Nc2ccccc2)O[C@@H]1CO,-8,0.1
C[C@H]1CN([C@@H](C)CO)C(=O)c2cccc(N(C)C)c2O[C@@H]1CN(C)Cc1ccc(Cl)c(Cl)c1,5,1.8
COc1ccc(C2OCC3C(c4cc(OC)c5c(c4)OCO5)OCC23)cc1OC (stereo not given),nt,-0.8
C[C@@H]1CN([C@H](C)CO)C(=O)c2cccc(NC(=O)c3ccncc3)c2O[C@H]1CN(C)Cc1ccc(C(=O)Nc2ccccc2N)cc1,-6,nt
CO[C@H]1CN(C)C(=O)c2cc(NC(=O)C3CC3)ccc2OC[C@@H](C)N(Cc2ccc(F)cc2)C[C@@H]1C,-4,0.3
C[C@H]1CN([C@@H](C)CO)C(=O)c2cc(NS(=O)(=O)c3ccccc3)ccc2O[C@H]1CN(C)Cc1ccc(C(=O)Nc2ccccc2N)cc1,9,0.0
C[C@H](CO)N1C[C@H](C)[C@@H](CN(C)Cc2ccc(C(=O)Nc3ccccc3N)cc2)Oc2c(NC(=O)Nc3ccccc3)cccc2C1=O,3,nt
C[C@H](CO)N1C[C@H](C)[C@H](CN(C)Cc2ccccc2)Oc2c(NC(=O)Nc3ccccc3)cccc2C1=O,7,0.6
O=C(C[C@H]1C[C@H]2c3cc(NC(=O)C4CCOCC4)ccc3O[C@H]2[C@@H](CO)O1)NCc1cccc(F)c1,2,-0.1
C[C@H]1CN([C@@H](C)CO)S(=O)(=O)c2ccc(C3=CCCC3)cc2O[C@@H]1CN(C)C(=O)C1CC1,18,nt
O=C(C[C@H]1C[C@H]2c3cc(NC(=O)C4CCC4)ccc3O[C@H]2[C@@H](CO)O1)NCc1cccc(F)c1,2,0.1
O=C(C[C@@H]1CC[C@H](NC(=O)c2cccnc2)[C@@H](CO)O1)NCc1ccc(Cl)c(Cl)c1,21,0.0

# Of the compounds above, these have two or more sulfur atoms.
SMILES,PRC2 inh,IDH1 R132H inh
Cc1ccc(S(=O)(=O)Nc2nc(C)c(NC(=O)Nc3ccc(Cl)cc3Cl)s2)cc1,23,0.1
CO[C@@H]1CN(C)C(=O)c2cc(NS(=O)(=O)c3ccc(C)cc3)ccc2OC[C@H](C)N(Cc2nccs2)C[C@H]1C,4,0.0

# (further entries)
SMILES,PRC2 inh,IDH1 R132H inh
C[C@@H]1CN([C@@H](C)CO)C(=O)Cc2cc(NC(=O)NC3CCCCC3)ccc2O[C@H]1CN(C)Cc1ccc(C(=O)O)cc1,-6,8.9
C[C@@H]1CN([C@@H](C)CO)C(=O)c2cccc(NC(=O)c3cnccn3)c2O[C@@H]1CN(C)S(=O)(=O)c1cn(C)cn1,nt,1.7
COc1ccc(N(CC(=O)Nc2c(C)cc(C)cc2C)S(C)(=O)=O)cc1Cl,-3,0.0
CC(=O)N(C)C[C@H]1Oc2cc(-c3ccc(C)cc3)ccc2S(=O)(=O)N([C@@H](C)CO)C[C@H]1C,-8,-1.1
O=C(Nc1cccc(Cl)c1)N[C@H]1CC[C@@H](CCNC(=O)C2CCCCC2)O[C@H]1CO,-15,-0.3
COc1ccc(CN(C)C[C@@H]2Oc3c(NC(=O)Nc4ccc(OC)cc4)cccc3C(=O)N([C@@H](C)CO)C[C@@H]2C)cc1,nt,-0.9
Cc1cc(C(F)F)n2nc(C(=O)Nc3cnn(Cc4ccc(Cl)cc4Cl)c3)nc2n1,8,-0.2
C[C@@H]1CCCCO[C@H](CN(C)C(=O)c2ccncc2)[C@@H](C)CN([C@@H](C)CO)C(=O)c2cc(NC(=O)Cc3ccccc3)ccc2O1,nt,1.0
Cc1ccc(S(=O)(=O)N(C)C[C@H]2Oc3ncc(-c4ccccc4)cc3C(=O)N([C@@H](C)CO)C[C@H]2C)cc1,-14,-16
COc1ccc(-c2cn(CC[C@@H]3CC[C@H](NC(=O)NC(C)C)[C@H](CO)O3)nn2)cc1,8,0.0
C[C@@H]1CN([C@@H](C)CO)C(=O)c2cc(C3=CCCC3)cnc2O[C@@H]1CN(C)C(=O)NC1CCCC1,-7,-0.2
Cc1ccc(S(=O)(=O)N[C@@H]2CC[C@H](CCn3cc(C(C)C)nn3)O[C@@H]2CO)cc1,-29,-0.2
C[C@H]1CN([C@@H](C)CO)C(=O)c2cc(NC(=O)CCN3CCOCC3)ccc2O[C@@H]1CN(C)C,1,-0.8
C[C@H]1CN([C@@H](C)CO)C(=O)Cc2cc(NC(=O)C3CC3)ccc2O[C@@H]1CN(C)Cc1ccncc1,-1,7.2
CO[C@@H]1CN(C)C(=O)c2cc(NC(=O)c3cnccn3)ccc2OC[C@H](C)N(C(C)=O)C[C@H]1C,6,0.0
C[C@@H]1CN([C@H](C)CO)C(=O)Cc2cc(NC(=O)Nc3cccc4ccccc34)ccc2O[C@@H]1CN(C)CC1CC1,nt,-0.6
C[C@@H]1CN([C@@H](C)CO)C(=O)c2cc(C3=CCCCC3)cnc2O[C@H]1CN(C)CC1CCOCC1,nt,-0.1
C[C@@H]1CN([C@H](C)CO)S(=O)(=O)c2ccc(-c3ccccc3F)cc2O[C@@H]1CN(C)S(C)(=O)=O,5,1.4
COc1ccc(CN(C)C[C@@H]2OCCCC[C@H](C)Oc3ccc(NS(=O)(=O)c4ccc(C)cc4)cc3C(=O)N([C@H](C)CO)C[C@H]2C)cc1,nt,-5.4
C[C@H]1CN([C@@H](C)CO)C(=O)c2cc(C#CCN(C)C)cnc2O[C@@H]1CN(C)Cc1ccc(C(=O)O)cc1,-8,0.8
C[C@H](O)C#Cc1cnc2c(c1)C(=O)N([C@H](C)CO)C[C@H](C)[C@@H](CN(C)C(=O)c1ccc(F)cc1)O2,9,2.9
O=C(C[C@@H]1C[C@H]2c3cc(NC(=O)c4ccc5c(c4)OCO5)ccc3O[C@H]2[C@@H](CO)O1)NCCc1ccccc1,-4,0.0
CC1CCc2c(sc3ncnc(SCC(=O)Nc4cccc(Cl)c4Cl)c23)C1 (stereo not given),5,0.1
C[C@H](CO)N1C[C@H](C)[C@@H](CN(C)Cc2ccc(-c3ccccc3)cc2)OCc2cn(nn2)CCCC1=O,-1,-1.5
CCOc1c(S(=O)(=O)NCc2ccccn2)ccc(Cl)c1Cl,-12,0.2
C[C@@H]1CN([C@@H](C)CO)C(=O)c2c(c3ccccc3n2C)-c2ccccc2CO[C@H]1CN(C)C(=O)Nc1ccc(F)cc1,-14,nt
Cc1ccc(S(=O)(=O)N(C)C[C@H]2OCCCC[C@H](C)Oc3ccc(NS(C)(=O)=O)cc3C(=O)N([C@H](C)CO)C[C@@H]2C)cc1,nt,-3.1
COCC(=O)Nc1ccc2c(c1)C(=O)N(C)C[C@@H](OC)[C@H](C)CN(Cc1cncnc1)[C@@H](C)CO2,-16,0.2
Cc1cc(C)c(S(=O)(=O)N(C)CC(=O)Nc2cccc([N+](=O)[O-])c2)c(C)c1,-6,-0.5
C[C@@H]1CN([C@H](C)CO)C(=O)c2cccc(NC(=O)c3ccncc3)c2O[C@H]1CN(C)C(=O)Nc1ccc2c(c1)OCO2,nt,0.8
O=C(C[C@H]1C[C@@H]2c3cc(NC(=O)c4cccnc4)ccc3O[C@@H]2[C@H](CO)O1)NC1CCCCC1,-5,-0.2
CC(=O)n1cc([C@H]2C=C(C(=O)N3CCCCCCC3)O[C@@H](OCCCCO)C2)c2ccccc21,-3,nt

# Not all compounds are listed. The share of hits here may be higher or lower than overall.
